Compound activity: PubChem BioAssay, several laboratories
S1P3 antagonist = S1P3 receptor antagonists, primary screen, cell-based | hit rate 0.27% among 170,000 | CHO S1P3 NFAT-BLA reporter, FRET fluorescence, antagonist mode | AID 485, 2006 | Sphingosine 1-phosphate receptor 3 (Homo sapiens), Q99500 | inhibition, % at 4.98 µM;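 active = inhibition above the plate cutoff, the mean inhibition of test wells on that plate plus 3 SD, cut at about 28% in these data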;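 also: cells challenged with S1P at its EC80 of 0.8 µM; blue over green emission ratio from cleaved BLA substrate after 4 h stimulation; 0% = S1P-stimulated wells and 100% = unstimulated DMSO-only wells; some compounds past the cut are filed as inactive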
Target sequence (Q99500 whole entry, looked up): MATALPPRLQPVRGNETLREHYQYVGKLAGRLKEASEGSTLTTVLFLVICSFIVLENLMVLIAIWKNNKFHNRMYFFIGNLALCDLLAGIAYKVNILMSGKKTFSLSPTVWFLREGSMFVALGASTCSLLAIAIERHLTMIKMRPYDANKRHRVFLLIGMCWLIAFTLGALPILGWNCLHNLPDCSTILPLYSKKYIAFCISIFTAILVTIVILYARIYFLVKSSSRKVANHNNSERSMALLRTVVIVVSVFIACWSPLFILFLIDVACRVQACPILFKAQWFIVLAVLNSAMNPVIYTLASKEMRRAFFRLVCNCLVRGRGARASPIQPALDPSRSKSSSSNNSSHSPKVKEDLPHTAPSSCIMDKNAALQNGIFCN
DTT redox prof = compounds producing H2O2 with reducing agent – biochemical, NIH compound library profiling, artefact control for MLSCN library redox annotation, primary screen; hit rate 0.03% among 200,000; AID 878, 2007; activation, % at 10 µM; DTT-dependent redox cycling H2O2, phenol red/HRP absorbance; 100% = 100 µM peroxide control, 0% = buffer;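 active = activation of at least 50% relative to the plate's high and low controls in the primary single-dose screen; inactive = activation below 50%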;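 also: compound incubated with DTT at 0.8 mM final as the reducing agent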
TR-FRET SRC-2 ct = TR-FRET signal artefacts, primary screen, artefact control for PPARgamma SRC-2 agonist project, biochemical; TR-FRET artefact counter-screen; stronger effect = higher value; TR-FRET ratio at 8 µM; hit rate 0.4% among 200,000; AID 1049, 2008; in the data active = TR-FRET ratio above about 2000; also: inactives centre near 1500
PPARg SRC-1 ag = PPARgamma agonists recruiting SRC-1 coactivator, primary screen, biochemical; Peroxisome proliferator-activated receptor gamma (Homo sapiens), P37231; activation, % at 8 µM; PPARgamma-SRC-1 coactivator recruitment biochemical assay; hit rate 0.41% among 200,000; in the data active = activation above about 19%;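 also: 0% = DMSO and 100% = reference agonist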
Target sequence (P37231 whole entry, looked up): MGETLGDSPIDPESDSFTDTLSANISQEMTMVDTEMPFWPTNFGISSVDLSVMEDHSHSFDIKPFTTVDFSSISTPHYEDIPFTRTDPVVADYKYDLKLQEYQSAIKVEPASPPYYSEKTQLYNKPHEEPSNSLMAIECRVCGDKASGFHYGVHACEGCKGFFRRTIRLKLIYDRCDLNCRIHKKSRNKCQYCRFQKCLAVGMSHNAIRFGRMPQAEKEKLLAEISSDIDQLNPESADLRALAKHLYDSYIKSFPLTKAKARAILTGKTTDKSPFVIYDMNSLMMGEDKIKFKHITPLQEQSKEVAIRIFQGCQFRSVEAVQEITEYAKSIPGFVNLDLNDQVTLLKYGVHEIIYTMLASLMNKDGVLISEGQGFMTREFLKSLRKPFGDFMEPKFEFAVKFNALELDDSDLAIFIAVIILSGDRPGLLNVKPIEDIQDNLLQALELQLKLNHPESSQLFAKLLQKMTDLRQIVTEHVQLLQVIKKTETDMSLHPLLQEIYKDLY
bIAP inhibitor = bovine intestinal alkaline phosphatase inhibitors, primary screen, selectivity assay for TNAP inhibitor project, biochemical, bovine IAP, CDP-star luminescence; alkaline phosphatase, intestinal [Bos taurus]; purified bovine IAP, 30 min; inhibition, % at 20 µM; 190,000 tested, under 10 active;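 active = over 50% inhibition of intestinal alkaline phosphatase at 20 µM in the single-dose screen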
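System: purified bovine intestinal alkaline phosphatase (IAP) enzyme; Input: IAP diluted 1/65,000,000 in the well; Measured by: CDP-star luminescence signal; Compound dosing: 20 µM single dose; Incubation: 30 min reaction at room temperature.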
HMGR II inh = inhibitors of E. faecalis class II HMGR, primary screen, biochemical, Enterococcus faecalis | HMG-CoA reductase (Enterococcus faecalis, mvaE) | purified E. faecalis HMGR, NADPH absorbance 340 nm kinetic | inhibition, % at 10 µM | hit rate 0.41% among 190,000 | AID 1066, 2008;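 active = inhibition above a set limit, the median over all tested compounds plus 3 SD, cut at about 9.5% in these data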;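 also: enzyme runs in reverse so mevalonate oxidation gives rising NADPH absorbance; 0% = complete reaction with DMSO and 100% = background rate lacking mevalonate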
PPARg SRC-3 ag = PPARgamma agonists recruiting SRC-3 coactivator, primary screen, biochemical; activation, % at 8 µM; hit rate 0.26% among 200,000; biochemical PPARgamma/SRC-3 coactivator recruitment assay; Peroxisome proliferator-activated receptor gamma (Homo sapiens), P37231; AID 731, 2007; in the data active = activation above about 23%;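 also: 0% = DMSO and 100% = reference agonist; some compounds past the cut are filed as inactive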
Lmaj promast = Leishmania major promastigote growth inhibition, primary screen. hit rate 9% among 200,000. Leishmania major promastigotes, resazurin fluorescence viability. inhibition, % at 10 µM; in the data active = inhibition above about 50%;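 also: promastigotes grown with compound for 44 hours at 28 °C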
PPARg SRC2 recr = agonists of PPARg-SRC-2 recruitment, primary screen, biochemical, HTS; Peroxisome proliferator-activated receptor gamma (Homo sapiens), P37231; PPARgamma LBD-SRC-2 recruitment; activation, % at 8 µM; hit rate 0.34% among 200,000; AID 1032, 2008; in the data active = activation above about 22%;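 also: 0% = vehicle and 100% = reference agonist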
ROMK mod = ROMK potassium channel modulators, primary screen, cell-based, thallium flux, MLSMR library. ATP-sensitive inward rectifier potassium channel 1 (Homo sapiens), P48048. Tet-inducible ROMK, thallium flux fluorescence; actives lie on both sides. B-score at 10 µM. hit rate 2% among 130,000;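 active = signal ratio slope over the read window, or its plate-corrected B-score, at least 3 SD from the plate mean, either direction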;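 also: B-score of the F/F0 ratio slope over 7 to 12 s after thallium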
RAM network inh = inhibitors of the yeast RAM network, primary screen, dse1pr::URA3 reporter, 5-FOA selection | AID 868, 2007 | S. cerevisiae dse1pr::URA3 reporter, 5-FOA growth OD615, 2 d; analog-sensitive cbk1-as2 kinase mutant strain | hit rate 1.8% among 190,000 | inhibition, % at 50 µM;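 active = inhibition above a set limit, 3 SD over mean compound inhibition, cut at about 8.4% in these data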;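 also: 0% = DMSO-only wells with no growth and 100% = 10 µM 1-NA-PP1 full growth; inhibition rescues growth on 5-FOA so higher OD means more RAM inhibition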
* marks the source's active call; other numbers are inactive results; x = no result given.

SMILES	S1P3 antagonist	DTT redox prof	TR-FRET SRC-2 ct	PPARg SRC-1 ag	bIAP inhibitor	HMGR II inh	PPARg SRC-3 ag	Lmaj promast	PPARg SRC2 recr	ROMK mod	RAM network inh
CC1=NN(C(=O)c2nn(C)cc2Br)C(O)(C(F)(F)F)C1 (stereo not drawn)	12	-0.5	1456	6	39	1	2	-7	5	0.6	-0.7
CCc1ccc(N2CC(C(=O)Nc3nnc(CC)s3)CC2=O)cc1 (stereo not drawn)	x	0.0	1527	7	2	-5	6	-9	10	0.41	2.0
CCN1C(=O)/C(=C2\C=Cc3cc(C)ccc3N2CC)OC1=S	x	5.8	1633	3	10	-2	-5	2	5	1.5	2.3
COc1ccc(-c2nc(N)ncc2-c2csc(C)n2)c(O)c1	18	2.5	1293	-6	0	2	-3	20	-7	x	1.3
O=S1(=O)CC(O)C(NCc2ccco2)C1 (stereo not drawn)	0	1.1	1748	5	12	-1	-1	1	8	x	0.9
COc1cc(C(=O)NNC2=NC(C)(C)Cc3cc(C)c(C)cc32)cc(OC)c1OC	1	0.3	1601	7	3	-4	1	6	2	x	0.5
O=C1c2ccccc2C(Nc2ccc(S(=O)(=O)N3CCCCCC3)cc2)N1c1ccccn1 (stereo not drawn)	x	-3.2	1669	13	1	-4	3	-7	17	x	5.5
CN(/N=C/c1ccc2c(c1)OCO2)c1ccccc1	-2	-0.3	1515	2	23	0	-1	-7	-4	0.79	4.1
CO/N=C/c1c(C(=O)OC)nn(-c2ccccc2)c1Cl	3	-0.5	1562	-5	-7	-1	1	3	-12	-0.58	2.3
COc1cc(/C=N/Nc2ccc(Cl)c(C(=O)O)c2)ccc1OC(=O)c1cccs1	-6	-1.0	1725	5	1	0	1	-17	0	0.21	2.3
Cn1c(=O)[nH]c(=O)c2c1nc(CN1CCN(c3ccccc3F)CC1)n2CC(N)=O	13	-1.4	1606	6	13	-10	2	-8	0	x	0.5
CCNC(=S)SCCOc1ccccc1C	-13	0.5	1677	3	10	-2	2	37	8	-0.075	-1.2
Cc1cc(NC(=O)C(=O)NCCN2CCN(C(=O)c3cccs3)CC2)ccc1Br	x	0.0	1285	-3	16	-3	-9	2	-12	x	0.9
CN(C)c1nc(N)nc(-c2nc3ccccc3s2)n1	60*	0.4	1626	-3	17	2	1	-4	-1	1.3	4.8
CC(=O)Nc1cccc(NC(=O)CSc2nnnn2C(C)C)c1	-34	-1.3	1641	2	15	-5	21	3	1	x	1.2
Cc1cc(CNC(=O)CC2C(=O)NCCN2CC(c2ccccc2)c2ccccc2)on1 (stereo not drawn)	-18	-1.9	1728	8	-7	-6	9	2	15	-0.69	4.0
COCCCNCCOCCOc1ccccc1-c1ccccc1	-1	-0.2	1468	-1	31	0	2	49	5	-1	0.1
CCOC(=O)N1CCN(C(=S)Nc2ccc(C)cc2)CC1	-7	0.0	1565	0	7	1	-1	-8	-2	-0.12	1.1
NS(=O)(=O)c1ccc(NC(=O)/C=C/c2ccccc2[N+](=O)[O-])cc1	-14	-0.8	1682	6	6	-1	2	69*	1	0.44	5.5
COc1cc(OC)cc(-n2nnnc2SCC(=O)NCc2cccs2)c1	10	-1.8	1632	8	0	6	9	2	15	0.056	1.5
COc1ccc(C(=O)Nc2ccc(SC(F)F)cc2)cc1	0	0.0	1789	10	-14	1	1	46	5	0.0029	2.6
Cc1cc(C(=O)OCC(=O)NC2CCS(=O)(=O)C2)c(C)n1-c1ccccc1 (stereo not drawn)	-14	0.0	1562	-9	-20	2	-9	0	-15	x	1.1
CC1CCc2nc(NC(=O)C3COc4ccccc4O3)sc2C1 (stereo not drawn)	x	-0.7	1598	0	17	-3	8	2	3	x	4.7
O=C(Nc1ccc(F)cc1)Nc1nnc(-c2ccco2)s1	5	-0.4	1687	7	5	3	10	-5	6	0.69	7.1
Cc1cccc(NC(=O)CSc2nc(N)c(NC(=O)c3cccs3)c(=O)[nH]2)c1	6	0.4	1493	5	16	-2	2	-11	4	-0.62	6.3
Continued:
SMILES	S1P3 antagonist	DTT redox prof	TR-FRET SRC-2 ct	PPARg SRC-1 ag	bIAP inhibitor	HMGR II inh	PPARg SRC-3 ag	Lmaj promast	PPARg SRC2 recr	ROMK mod	RAM network inh
CC(O)CNc1nc2c(c(=O)n(C)c(=O)n2C)n1C/C=C/c1ccccc1 (stereo not drawn)	-4	0.0	1416	-4	0	-1	-3	2	0	-0.56	0.9
O=C(O)c1cc2c(o1)CCC/C2=N\O	x	0.4	1722	9	-1	-6	0	1	5	x	0.7
CCOC(=O)NCc1ccc(S(=O)(=O)Nc2ccccc2C)cc1	-2	0.2	1657	6	-9	3	0	3	4	x	0.5
CC(C)(C)NC(=O)Nc1cccc(Cl)c1Cl	-1	-0.6	1404	5	11	-4	-1	13	-9	-0.2	0.9
Cc1cc2oc(C(=O)N(Cc3ccco3)C3CCS(=O)(=O)C3)cc(=O)c2cc1Cl (stereo not drawn)	-17	0.6	1385	-8	-9	-2	-3	1	-4	x	1.0
Cc1ccc(CNC(=O)CSc2c3c(nc4ccc(Cl)cc24)CCCC3)o1	x	5.3	1885	13	4	1	19	15	16	-2.5*	4.2
COc1ccc(-c2cc(C(F)(F)F)c(C#N)c(SCC(=O)Nc3ccc(C)cc3)n2)cc1	x	0.1	1484	5	3	-5	6	0	4	0.0019	1.9
O=S(=O)(NCCc1cn2ccccc2n1)c1cccs1	5	0.1	1568	3	-22	2	1	-7	11	x	1.6
O=C(CSc1nnnn1-c1ccc(Cl)cc1)Nc1cccnc1Cl	6	-0.2	1568	1	1	0	7	26	-2	x	2.2
COc1cccc(N2CCN(C(=O)c3ccc(N4C(=O)NC5CC4(C)Oc4ccccc45)cc3)CC2)c1 (stereo not drawn)	-1	0.3	1567	-2	-2	-3	-9	73*	-7	0.16	0.1
CCC(C)OC(=O)c1[nH]c2c(c1C)C(=O)CC(c1ccc(N(C)C)cc1)C2 (stereo not drawn)	-35	-0.5	1716	3	6	4	5	8	3	x	-0.6
O=C(c1cc2ccccc2o1)N1CCC(N2CCC(C(=O)N3CCCC3)CC2)CC1	1	0.6	1765	0	-2	-6	1	50*	-6	0.38	2.9
COC(=O)C1=C(CSc2nncn2C)NC(=O)NC1c1cc(C)ccc1C (stereo not drawn)	-58	2.1	1484	-2	1	-3	-3	-4	-5	0.75	0.3
NC(=O)c1ccc(-n2nnnc2SCc2ccccc2)cc1	-25	-1.7	1490	-3	5	-6	1	-7	7	x	7.9
COc1ccc(OC)c(NC(=O)c2c(NC(=O)CNCc3ccco3)sc3c2CCC3)c1	43	2.3	1552	-6	-8	1	-5	-2	-2	x	-0.3
C=CCn1c(SCn2nnc3ccccc3c2=O)nnc1-c1ccc(Cl)cc1	0	2.5	1334	-2	2	0	-3	2	-1	x	1.5
O=C(N/N=C/c1cccnc1)c1ccc([N+](=O)[O-])cc1Cl	x	-4.8	1676	4	8	-7	0	-1	6	0.44	-0.3
Cn1c(=O)c2c(-c3ccccc3F)c3c(nc2n(C)c1=O)-c1ccccc1C3O (stereo not drawn)	x	2.5	1445	1	6	0	4	-8	8	-2.6	2.2
Cc1ccc(NS(=O)(=O)N(C)C)cc1	x	1.0	1647	-3	8	0	4	-1	6	x	0.9
Clc1ccc(OCCCNCc2ccccc2)c(Br)c1	x	2.9	1478	0	10	-1	-2	91*	-1	-3*	0.0
CCOc1ccc(/C(O)=C2/C(=O)C(=O)N(CCCn3ccnc3)C2c2cccs2)cc1Cl (stereo not drawn)	-27	1.0	1582	8	-16	-4	1	-6	14	x	-0.7
COc1ccc(OC)c(NC(=O)CN2CCN(C(=O)c3ccco3)CC2)c1	-24	-0.7	1626	-2	3	-1	-9	-1	-4	x	-0.5
Cn1ccnc1SCC(=O)Nc1ccc(F)c([N+](=O)[O-])c1	-4	-0.7	1541	-2	6	2	2	2	5	-0.21	2.7
O=C1N=c2ccccc2=C1c1sc(=S)n(CC2CCCO2)c1O (stereo not drawn)	9	0.0	1499	-1	10	-13	7	31	7	x	3.5
CCN(C(=O)COC(=O)c1c(C)nn(-c2ccccc2)c1C)C1CCS(=O)(=O)C1 (stereo not drawn)	-11	-0.4	1561	2	-11	0	0	-4	0	0.94	1.5
COC(=O)c1ccccc1NC(=O)c1c(Br)cnn1C	x	-2.8	1630	14	4	-4	8	1	4	x	1.9
CCCOc1cc(C)c(S(=O)(=O)N2CCOCC2)cc1C	-8	0.3	1535	7	3	-3	1	50	-3	0.00077	0.1
CCNC(=O)NC(=O)C(C)OC(=O)c1oc2ccccc2c1CSC1CCCCC1 (stereo not drawn)	-3	-0.3	1491	-2	-10	0	0	72*	3	x	2.2
COc1cc(OC)c(NC(=O)CS(=O)(=O)Cc2nc(-c3ccc(C)cc3)oc2C)cc1Cl	-2	-0.2	1498	0	8	-6	2	-1	-12	x	4.3

Only TR-FRET SRC-2 ct, for some of the entries so far:
molecule	TR-FRET SRC-2 ct
Cn1ccnc1SCC(=O)Nc1ccc(F)c([N+](=O)[O-])c1	1541
O=C1N=c2ccccc2=C1c1sc(=S)n(CC2CCCO2)c1O (stereo not drawn)	1499
CCN(C(=O)COC(=O)c1c(C)nn(-c2ccccc2)c1C)C1CCS(=O)(=O)C1 (stereo not drawn)	1561
COC(=O)c1ccccc1NC(=O)c1c(Br)cnn1C	1630
CCCOc1cc(C)c(S(=O)(=O)N2CCOCC2)cc1C	1535

2 compounds drawn at random from the list so far:
SMILES	S1P3 antagonist	DTT redox prof	TR-FRET SRC-2 ct	PPARg SRC-1 ag	bIAP inhibitor	HMGR II inh	PPARg SRC-3 ag	Lmaj promast	PPARg SRC2 recr	ROMK mod	RAM network inh
NC(=O)c1ccc(-n2nnnc2SCc2ccccc2)cc1	-25	-1.7	1490	-3	5	-6	1	-7	7	x	7.9
CCOC(=O)NCc1ccc(S(=O)(=O)Nc2ccccc2C)cc1	-2	0.2	1657	6	-9	3	0	3	4	x	0.5
